Screening results: PubChem BioAssay, Broad Institute
EZH2 inh = blocks human EZH2/PRC2 H3K27 methylation. Q15910. DELFIA TRF, 1 h. inhibition, % at 12.5 µM. hit rate 0.35% among 57,000;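 active = mean inhibition of replicates at least 50% and every single replicate also reaching 50%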;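 note: dimethyl H3K27 on biotinylated H3 21-44 peptide detected by antibody; plate controls were median neutral control wells for no effect and median positive control wells for full effect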
Target sequence (Q15910 whole entry, looked up): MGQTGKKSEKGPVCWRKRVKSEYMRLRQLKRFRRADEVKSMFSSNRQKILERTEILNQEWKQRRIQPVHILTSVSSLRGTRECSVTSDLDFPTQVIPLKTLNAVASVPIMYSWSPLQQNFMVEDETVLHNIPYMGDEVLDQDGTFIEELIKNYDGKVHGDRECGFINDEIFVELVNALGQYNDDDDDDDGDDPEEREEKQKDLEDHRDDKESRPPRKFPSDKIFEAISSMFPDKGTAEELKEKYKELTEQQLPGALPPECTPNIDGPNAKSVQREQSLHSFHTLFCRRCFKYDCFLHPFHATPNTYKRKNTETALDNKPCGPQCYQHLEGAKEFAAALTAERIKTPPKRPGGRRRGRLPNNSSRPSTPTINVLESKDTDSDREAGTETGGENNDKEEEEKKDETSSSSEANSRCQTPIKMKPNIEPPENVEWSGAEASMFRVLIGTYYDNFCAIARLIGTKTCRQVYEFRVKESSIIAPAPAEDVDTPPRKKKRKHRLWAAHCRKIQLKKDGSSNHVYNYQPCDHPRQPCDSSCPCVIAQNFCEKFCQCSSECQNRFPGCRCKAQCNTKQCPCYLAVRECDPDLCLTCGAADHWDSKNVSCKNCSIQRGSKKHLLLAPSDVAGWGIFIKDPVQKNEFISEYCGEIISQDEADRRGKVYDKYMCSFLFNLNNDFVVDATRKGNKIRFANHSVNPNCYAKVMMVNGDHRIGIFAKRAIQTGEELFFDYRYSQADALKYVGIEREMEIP
IDH1 mut inh = blocks human IDH1 R132H reductase activity; O75874; diaphorase/resazurin fluorescence, 60 min; inhibition, % at 10 µM; hit rate 0.18% among 70,000; AID 624101; in the data active = inhibition above about 34%;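 note: 0% = DMSO and 100% = no enzyme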
The depositor's hits bear a star; x = not tested or not shown. These rows are one share of the data; rates above refer to the full screens.

SMILES	EZH2 inh	IDH1 mut inh
CCCC#Cc1cnc2c(c1)C(=O)N([C@@H](C)CO)C[C@@H](C)[C@H](CN(C)Cc1ccc3c(c1)OCO3)O2	-1	-4.6
O=C(Nc1cc(F)ccc1F)N[C@@H]1CC[C@@H](CCn2cc(C3CC3)nn2)O[C@H]1CO	-12	-0.4
C[C@H]1CN([C@@H](C)CO)C(=O)c2cc(NC(=O)CCN3CCOCC3)ccc2O[C@@H]1CN(C)Cc1ccccc1	12	2.3
C[C@@H]1CN([C@@H](C)CO)C(=O)c2cc(NC(=O)CCC(F)(F)F)ccc2O[C@H]1CN(C)CC1CC1	-7	0.4
C[C@@H]1CCCCO[C@H](CN(C)C(=O)Nc2ccccc2)[C@H](C)CN([C@H](C)CO)C(=O)c2cc(NC(=O)C3CCCCC3)ccc2O1	x	2.5
COc1ccc(S(=O)(=O)N(C)C[C@@H]2Oc3ccc(NC(=O)Cc4ccccc4)cc3CC(=O)N([C@@H](C)CO)C[C@@H]2C)cc1	x	-1.1
C=CCNC(=O)[C@@H]1[C@H]2C(=O)O[C@H](c3ccccc3)[C@H](c3ccccc3)N2[C@H](c2ccc(OCCO)cc2)[C@@]12C(=O)N(C(=O)OCCOC)c1ccc(C#CCC(C(=O)OC)C(=O)OC)cc12	-13	0.2
CN1CCCC(CC2c3ccccc3Sc3ccccc32)C1 (stereo unspecified)	x	0.2
COCC#Cc1cnc2c(c1)C(=O)N([C@H](C)CO)C[C@@H](C)[C@H](CN(C)S(C)(=O)=O)O2	2	0.4
COc1ccc(S(=O)(=O)N(C)C[C@@H]2OCCCC[C@@H](C)Oc3ccc(NC(=O)CCC(F)(F)F)cc3C(=O)N([C@H](C)CO)C[C@@H]2C)cc1	x	1.1
C[C@@H]1CN([C@@H](C)CO)C(=O)c2cc(/C=C/c3ccccc3)cnc2O[C@@H]1CN(C)C(=O)c1ccncc1	6	-1.8
N#C/C(=C\c1ccc(O)c(O)c1)C(=O)c1ccc(O)c(O)c1	94*	-1.1
CC(=O)Nc1ccccc1NC(=O)COc1ccc(Cl)c(C)c1	-1	-0.7
Cc1cc(Cl)cc(Br)c1OCCCNCC(C)O (stereo unspecified)	x	2.7
C[C@@H]1CN([C@H](C)CO)C(=O)c2cc(NC(=O)NC3CCCCC3)ccc2O[C@@H]1CN(C)C(=O)Nc1ccc2c(c1)OCO2	x	2.2
O=C(C[C@H]1C[C@@H]2c3cc(NS(=O)(=O)c4ccc(F)cc4)ccc3O[C@@H]2[C@@H](CO)O1)NCCc1ccccc1	-2	0.0
COc1cc(NC(=O)C(C)Oc2ccc(Cl)cc2C)c(C(=O)O)cc1OC (stereo unspecified)	-4	-0.1
O=C(NCC[C@@H]1CC[C@H](NS(=O)(=O)c2cccc(F)c2)[C@@H](CO)O1)C1CCCC1	-12	0.3
CCC(=O)Nc1ccc2c(c1)OC[C@@H](C)N(Cc1nccs1)C[C@H](C)[C@H](OC)CN(C)C2=O	-4	0.1
Cc1ccc(NC(=O)CSc2nncn2C)c(C)c1	13	0.3
COc1cc(O)c2c(=O)c(OC3OC(CO[C@@H]4O[C@@H](C)[C@H](O)[C@@H](O[C@@H]5O[C@@H](C)[C@H](O)[C@@H](O)[C@H]5O)[C@H]4O)C(O)C(O)C3O)c(-c3ccc(O)cc3)oc2c1 (stereo partly specified)	8	-1.1
C[C@@H]1CN([C@H](C)CO)C(=O)c2cccc(NC(=O)C3CCOCC3)c2O[C@H]1CN(C)C(=O)Nc1ccccc1	1	x
O=C(CCN1CCCCC1)NCC[C@H]1CC[C@@H](NC(=O)Cc2cccnc2)[C@H](CO)O1	4	0.6
CO[C@@H]1CN(C)C(=O)c2cc(NC(=O)NC(C)C)ccc2OC[C@H](C)N(Cc2ccccn2)C[C@H]1C	-3	0.2
CCCNC(=O)Nc1ccc2c(c1)C(=O)N(C)C[C@@H](OC)[C@H](C)CN(C(=O)C1CC1)[C@H](C)CO2	1	0.1
Nc1nnc(SCc2cccnc2)s1	-5	0.3
O=C(C[C@@H]1CC[C@H](NC(=O)Nc2ccc3c(c2)OCO3)[C@H](CO)O1)NCc1ccc(F)cc1	4	-0.2
CN1CCN(C(=O)C[C@@H]2C[C@@H]3c4cc(NC(=O)C5CCC5)ccc4O[C@@H]3[C@H](CO)O2)CC1	6	-0.1
C[C@H](CO)N1C[C@H](C)[C@@H](CN(C)C(=O)Nc2ccc(C(F)(F)F)cc2)Oc2c(NC(=O)c3ccncc3)cccc2C1=O	3	2.1
C[C@@H]1CN([C@H](C)CO)C(=O)Cc2cc(NC(=O)C3CCCCC3)ccc2O[C@@H]1CN(C)Cc1ccc(C(=O)O)cc1	-4	x

4 entries from above, as labelled records:
Compound: C[C@@H]1CCCCO[C@H](CN(C)C(=O)Nc2ccccc2)[C@H](C)CN([C@H](C)CO)C(=O)c2cc(NC(=O)C3CCCCC3)ccc2O1
- EZH2 inh = x
- IDH1 mut inh = 2.5
Compound: C[C@@H]1CN([C@H](C)CO)C(=O)Cc2cc(NC(=O)C3CCCCC3)ccc2O[C@@H]1CN(C)Cc1ccc(C(=O)O)cc1
- EZH2 inh = -4
- IDH1 mut inh = x
Compound: O=C(Nc1cc(F)ccc1F)N[C@@H]1CC[C@@H](CCn2cc(C3CC3)nn2)O[C@H]1CO
- EZH2 inh = -12
- IDH1 mut inh = -0.4
Compound: COc1cc(NC(=O)C(C)Oc2ccc(Cl)cc2C)c(C(=O)O)cc1OC (stereo unspecified)
- EZH2 inh = -4
- IDH1 mut inh = -0.1

Remaining list, next part.
SMILES	EZH2 inh	IDH1 mut inh
C[C@@H]1CN([C@H](C)CO)C(=O)c2cc(NC(=O)Nc3ccccc3)ccc2O[C@H]1CN(C)Cc1ccc(Oc2ccccc2)cc1	x	-1.3
C[C@@H]1CCCCO[C@@H](CN(C)C(=O)Cc2ccccc2)[C@H](C)CN([C@H](C)CO)C(=O)c2cc(NC(=O)C3CCCCC3)ccc2O1	x	1.3
Cn1nnc2cc(NC(=O)NCc3ccco3)ccc21	-21	-0.2
CCCc1ccc(-c2cc(C(=O)NCc3cccnc3)c3ccccc3n2)cc1	-4	3.6
C[C@@H]1CN([C@@H](C)CO)C(=O)c2cc(NS(=O)(=O)c3ccc(F)cc3)ccc2O[C@@H]1CN(C)C(=O)Nc1ccccc1	x	3.1
COc1ccc(CN(C)C[C@@H]2OCCCC[C@H](C)Oc3ccc(NS(=O)(=O)c4c(C)noc4C)cc3C(=O)N([C@H](C)CO)C[C@H]2C)cc1	x	4.2
CCC(=O)Nc1ccc2c(c1)C(=O)N(C)C[C@H](OC)[C@@H](C)CN(C(=O)CC)[C@@H](C)CO2	-3	0.6
C[C@H](CO)N1C[C@H](C)[C@H](CN(C)Cc2ccc(-c3ccccc3)cc2)Oc2c(NC(=O)C3CCCCC3)cccc2C1=O	x	-2.1
C[C@H](CO)N1C[C@H](C)[C@H](CN(C)C(=O)CC2CC2)Oc2cc(C#CC(C)(C)O)ccc2S1(=O)=O	9	0.2
Cc1ccc(-c2nn(CC(=O)Nc3ccc(C)cc3C)c(=O)c3ccccc23)cc1	-8	0.1

Next section, overlapping the part above by 3 compounds.
SMILES	EZH2 inh	IDH1 mut inh
C[C@H](CO)N1C[C@H](C)[C@H](CN(C)Cc2ccc(-c3ccccc3)cc2)Oc2c(NC(=O)C3CCCCC3)cccc2C1=O	x	-2.1
C[C@H](CO)N1C[C@H](C)[C@H](CN(C)C(=O)CC2CC2)Oc2cc(C#CC(C)(C)O)ccc2S1(=O)=O	9	0.2
Cc1ccc(-c2nn(CC(=O)Nc3ccc(C)cc3C)c(=O)c3ccccc23)cc1	-8	0.1
O=[N+]([O-])c1cccc(S(=O)(=O)NCCOc2cccc(Cl)c2Cl)c1	1	0.1
O=C(C[C@H]1CC[C@H](NC(=O)c2cccc(F)c2)[C@H](CO)O1)NCc1ccc(Oc2ccccc2)cc1	4	0.1
C[C@H](CO)N1C[C@H](C)[C@H](CN(C)C(=O)Nc2ccc(F)cc2)Oc2c(NC(=O)C3CC3)cccc2C1=O	-4	x
CC1=CCC(C(C)(C)O[C@@H]2O[C@H](COC(=O)c3cc(O)c(O)c(O)c3)[C@@H](O)[C@H](O)[C@H]2O)CC1 (stereo partly specified)	92*	-0.2
O=C(CC1CC1)Nc1ccc2c(c1)[C@H]1C[C@@H](CC(=O)N3CCOCC3)O[C@@H](CO)[C@H]1O2	5	0.0
Cc1noc(C)c1NC(=O)Nc1cccc2c1O[C@@H](CN(C)S(=O)(=O)c1ccccc1)[C@@H](C)CN([C@H](C)CO)C2=O	x	-4.9
COCC(=O)Nc1ccc2c(c1)C(=O)N(C)C[C@H](OC)[C@@H](C)CN(C(=O)c1cccnc1)[C@H](C)CO2	-7	0.1
C[C@@H]1CN([C@H](C)CO)C(=O)c2cc(NC(=O)CCCN(C)C)ccc2O[C@H]1CN(C)C(=O)Nc1ccc2c(c1)OCO2	-3	x
C[C@H]1CN([C@@H](C)CO)C(=O)c2cccc(NC(=O)NC3CCCCC3)c2O[C@H]1CN(C)Cc1ccc(Cl)c(Cl)c1	x	1.1
CCOC(=O)c1c(NC(=S)NCc2ccco2)sc2c1CCCCCC2	7	0.3
COc1cccc(CNC(=O)C[C@@H]2CC[C@@H](NC(=O)C3CC3)[C@@H](CO)O2)c1	6	0.1
C[C@@H]1CN([C@H](C)CO)C(=O)c2cc(C#CC3CC3)cnc2O[C@H]1CN(C)Cc1ccncc1	-7	-0.4
COc1ccc(NC(=O)C(C)Oc2ccccc2C)c([N+](=O)[O-])c1 (stereo unspecified)	12	0.0
C[C@H]1CCCCO[C@@H](CN(C)S(=O)(=O)c2ccccc2)[C@@H](C)CN([C@@H](C)CO)C(=O)c2cc(NS(=O)(=O)c3ccccc3)ccc2O1	x	0.1
CC(=O)N(C)C[C@@H]1Oc2ncc(C#Cc3ccc(F)cc3)cc2C(=O)N([C@H](C)CO)C[C@@H]1C	-5	-2.4
O=C(N[C@H]1CC[C@H](CC(=O)N2CCN(c3ccccc3)CC2)O[C@@H]1CO)c1ccncc1	0	0.1
O=C(C[C@H]1C[C@H]2c3cc(NC(=O)Nc4ccccc4F)ccc3O[C@H]2[C@H](CO)O1)NC1CCCCC1	10	0.3
COCC(=O)Nc1ccc2c(c1)C(=O)N(C)C[C@H](OC)[C@H](C)CN(C(=O)Cc1ccccn1)[C@H](C)CO2	-2	-0.3
Cc1cnc(SCc2cnc(C)nc2N)nc1	x	0.0
Cc1ccc(S(=O)(=O)Nc2cccc3c2O[C@@H](CN(C)C(=O)NC(C)C)[C@@H](C)CN([C@H](C)CO)C3=O)cc1	5	-17
Cc1ccc(OCC(=O)Nc2ccccc2N2CCOCC2)cc1	-9	0.8
CC(C)c1cn(CC[C@@H]2CC[C@@H](NC(=O)C3CCCCC3)[C@H](CO)O2)nn1	1	0.3
O=C(C[C@H]1CC[C@@H](NC(=O)Nc2cc(F)ccc2F)[C@H](CO)O1)NCc1ccc2c(c1)OCO2	-1	0.1
CCCC(=O)Nc1ccc2c(c1)OC[C@@H](C)N(C(=O)C1CCCC1)C[C@H](C)[C@H](OC)CN(C)C2=O	4	-0.1
C[C@@H]1CN([C@@H](C)CO)C(=O)c2cccc(NS(C)(=O)=O)c2O[C@H]1CN(C)C(=O)Nc1ccc(F)cc1	x	1.1
CCOc1ccc(NC(=O)Cn2cc([N+](=O)[O-])cn2)cc1	-1	-0.3
C[C@H](CO)N1C[C@H](C)[C@H](CN(C)C(=O)C2CCCCC2)Oc2cc(-c3ccc(F)cc3)ccc2S1(=O)=O	-21	-0.6
Cn1c(SCC(=O)Nc2ccccc2)nc2sc3c(c2c1=O)CCC3	-4	0.1
CCc1nc(CNC(=O)c2cc(OC)c(OC)c(OC)c2)no1	-5	0.3
CCCN(C)C[C@H]1OCCCC[C@@H](C)Oc2ccc(NC(=O)c3ccccc3)cc2C(=O)N([C@H](C)CO)C[C@H]1C	-2	x
COCC(=O)N(C)C[C@@H]1Oc2ncc(-c3ccccc3F)cc2C(=O)N([C@@H](C)CO)C[C@H]1C	-3	-0.1
C[C@H]1CN([C@@H](C)CO)C(=O)c2cc(-c3cccc(C#N)c3)cnc2O[C@@H]1CN(C)C(=O)C1CC1	-12	x
O=C(CCCCCC(=O)Nc1ccccc1O)N/N=C/c1ccc([N+](=O)[O-])c(O)c1	4	x
C[C@H]1CN([C@@H](C)CO)C(=O)Cc2cc(NS(=O)(=O)c3cn(C)cn3)ccc2O[C@H]1CN(C)Cc1ccc(C(=O)Nc2ccccc2N)cc1	-3	1.4
COCC(=O)Nc1ccc2c(c1)[C@@H]1C[C@H](CC(=O)NCc3ccc(OC)cc3)O[C@H](CO)[C@@H]1O2	-2	-0.6
COc1ccccc1NC(=O)c1cnc(Nc2nc3ccccc3s2)nc1C	6	0.2
C[C@H](CO)N1C[C@H](C)[C@@H](CN(C)S(=O)(=O)c2cccs2)OCc2ccccc2-c2c(n(C)c3ccccc23)C1=O	-24	x
COc1ccc(OC)c(S(=O)(=O)N(C)CC(=O)N2CCCC2)c1	-18	-0.1
CCOC(=O)c1sc(NC(=O)CSc2nc(C)cc(C(F)(F)F)n2)c(C#N)c1C	6	0.0
CO[C@H]1CN(C)C(=O)c2ccc(NC(=O)c3ccno3)cc2OC[C@@H](C)N(S(C)(=O)=O)C[C@@H]1C	-3	0.0
C[C@H]1CN([C@@H](C)CO)C(=O)Cc2cc(NC(=O)Nc3cccc4ccccc34)ccc2O[C@@H]1CN(C)S(=O)(=O)c1ccc(Cl)cc1	x	0.3
CCS(=O)(=O)Nc1ccc2c(c1)C(=O)N(C)C[C@@H](OC)[C@H](C)CN(Cc1nccs1)[C@H](C)CO2	-13	0.0
O=S(=O)(Nc1ncccn1)c1ccc(NS(=O)(=O)c2cc(Cl)ccc2Cl)cc1	3	-0.3
